Source: PubChem BioAssay
ERK EGF block = inhibitors of EGF-stimulated ERK signaling pathway; HEK293-V1b, EGF-stimulated phospho-ERK AlphaScreen; Potency, µM (series often up to 11.5 µM), without a hit: top-dose activity change, negative = inhibition, hits mostly inhibitors; actives 0.41% (n = 130,000); AID 1454; active = well fitted inhibition curve with a large enough effect; inconclusive = small, poorly fitted or top-dose-only effect, or effect the other way;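 note: plate controls were stimulated vehicle wells for no effect and unstimulated vehicle basal for full effect; nearly all actives have a fitted effect of over 55% in size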
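HEK293 cells stably expressing V1b receptor, serum-reduced (1% FBS) overnight, got compound for 30 min at 37C, then 25 nM EGF for 5 min. Lysate phospho-ERK read by AlphaScreen SureFire; AC50 from Hill fits.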
* = called active by the depositor; ? = inconclusive; & = joins results of further samples; [ ] = dose if it differs, or a comment. Potency is the fitted concentration of half-maximal effect.

molecule,ERK EGF block
CCN1CCN(c2cc(N3CCCC3)c(F)cc2[N+](=O)[O-])CC1,11%
O=S(=O)(c1ccc(Cl)cc1)N1CCCC1c1cccnc1 (configuration not stated),17%[57.5 µM]
CC1CCCC(=O)CCC/C=C/c2cc(O)cc(O)c2C(=O)O1 (configuration not stated),10%
CNC(=O)N(C)c1nnc(C(C)(C)C)s1,30%
CN1c2ccc([N+](=O)[O-])cc2CC2(C(=O)NC(=O)N(c3ccc(Br)cc3)C2=O)C1c1ccccc1 (configuration not stated),?
O=C(C[N+]12CCC(CC1)C(OC(=O)c1ccccc1)C2)c1ccc([N+](=O)[O-])cc1 (configuration not stated),-10%[57.5 µM]
CCOP(=O)(OCC)C(NC(=O)c1ccc(C)cc1)=C(Cl)Cl,2%
CN1CCc2nc(SCc3cccc(Br)c3)c(C#N)cc2C1,-8%[57.5 µM]
CC(=O)OC1CC2C(C)(C)C(=O)C=C[C@]2(C)C2CC[C@]3(C)C(=CC(=O)OC3c3ccoc3)[C@]12C (some centres not stated),21%
O=c1[nH]c(=S)n(-c2ccccc2F)c(O)c1C=Nc1ccc(N2CCOCC2)cc1,0%
O=c1cccc2n1CC1CC2CN2CCCC[C@H]12 (some centres not stated),2%
Fc1ccc(CNCCc2ccccc2F)cc1,6%
CC(C)CN1CCC2(CC1)CCN(C(=O)Oc1ccccc1)CC2,4%
Cn1c(O)c(C=Nc2ccccc2Sc2ccccc2)c(=O)n(C)c1=O,-2%
C=CCn1c(O)c(C(C)=NCc2ccc3c(c2)OCO3)c(=O)[nH]c1=O,-5%[57.5 µM]

Copied from the results shown (7 entries):
molecule,ERK EGF block
CCN1CCN(c2cc(N3CCCC3)c(F)cc2[N+](=O)[O-])CC1,11%
O=S(=O)(c1ccc(Cl)cc1)N1CCCC1c1cccnc1 (configuration not stated),17%[57.5 µM]
CC1CCCC(=O)CCC/C=C/c2cc(O)cc(O)c2C(=O)O1 (configuration not stated),10%
CNC(=O)N(C)c1nnc(C(C)(C)C)s1,30%
CN1c2ccc([N+](=O)[O-])cc2CC2(C(=O)NC(=O)N(c3ccc(Br)cc3)C2=O)C1c1ccccc1 (configuration not stated),?
O=C(C[N+]12CCC(CC1)C(OC(=O)c1ccccc1)C2)c1ccc([N+](=O)[O-])cc1 (configuration not stated),-10%[57.5 µM]
CCOP(=O)(OCC)C(NC(=O)c1ccc(C)cc1)=C(Cl)Cl,2%

Going on with the list:
molecule,ERK EGF block
CSc1ccc(C(c2c(O)c3ccccc3oc2=O)c2c(C)n(C)n(-c3ccccc3)c2=O)cc1 (configuration not stated),-3%
CC(C)[C@@]1(NC(=O)[C@@H]2C[C@H]3c4cccc5[nH]cc(c45)C[C@@H]3N(C)C2)O[C@]2(O)[C@H]3CCCN3C(=O)[C@H](Cc3ccccc3)N2C1=O,-6%[25.7 µM]
CC(c1ccccc1)(c1ccccc1)c1ccncc1,8%
c1ccc2c3c([nH]c2c1)C1(CCNCC1)NCC3,6%[57.5 µM]
O=Cc1c(C(=O)O)n(Cc2ccccc2Cl)c2ccccc12,-6%
CN1Cc2ccccc2[C@@H]2c3cccc4[nH]cc(c34)C[C@H]21,-11%
CCCCn1c(O)c(C(C)=Nc2ccc3c(c2)CCC3)c(=O)[nH]c1=O,-10%[57.5 µM]
CCC(=NCCC(c1ccccc1)c1ccccc1)c1c(O)[nH]c(=O)[nH]c1=O,4%
Cc1nn(Cc2ccccc2)c(Cl)c1C(=O)OC(C)C(=O)Nc1ccc(F)cc1Cl (configuration not stated),-4%
COc1cc(CN=Cc2c(O)n(C(C)(C)C)c(=O)[nH]c2=O)cc(OC)c1,-47%[57.5 µM]
CCCC(C)n1[nH]c(=O)c2c1NC(=O)CSC2c1ccccc1 (configuration not stated),-1%[57.5 µM]
COc1ccc(CCN)cc1OC,-10%[57.5 µM]
CCOP(=O)(OCC)C(O)c1ccc(OC)cc1 (configuration not stated),5%[57.5 µM]
CN1CCN(c2ccc([N+](=O)[O-])c(NCc3ccco3)c2)CC1,0%
O=C(Nc1ccccc1)c1cc([N+](=O)[O-])ccc1N1CCNCC1,3%

3 of these compounds, reformatted:
> COc1ccc(CCN)cc1OC
- ERK EGF block = -10%[57.5 µM]

> CCOP(=O)(OCC)C(O)c1ccc(OC)cc1 (configuration not stated)
- ERK EGF block = 5%[57.5 µM]

> CN1CCN(c2ccc([N+](=O)[O-])c(NCc3ccco3)c2)CC1
- ERK EGF block = 0%

(listing goes on)
molecule,ERK EGF block
CN(C)c1ccc(/C=C2\C(=O)NC(=O)N(Cc3ccc(F)cc3)C2=O)cc1,5%[57.5 µM]
CCC12CN3CCN(CC(C3)C1O)C2 (configuration not stated),-9%
O=c1[nH]c(=O)n(Cc2ccccc2)c(O)c1/C=N/Nc1c(F)c(F)c(F)c(F)c1F,-12%[57.5 µM]
CCOC(=O)C1CCN(/C=C2/C(=O)NC(=S)N(c3cccc(OC)c3)C2=O)CC1,-11%
COc1ccc(CCNC2CCCCC2)cc1OC,-4%
O=C1NC(=O)N(c2ccccc2)C(=O)/C1=C/C=C/c1ccco1,?
COc1ccc(-n2cnc3cc(C(=O)N4CCC5(CC4)OCCO5)ccc32)cc1,-15%[57.5 µM]
CC(C)C(C)(NC(=O)c1cccn(Cc2ccc3c(c2)OC(F)(F)O3)c1=O)C(N)=O (configuration not stated),8%
S=C1CN=C(c2ccccc2Cl)c2cc(Cl)ccc2N1,4%
Cc1ccccc1-n1c(O)c(/C=N/Nc2nc3c(c(=O)n(C)c(=O)n3C)n2C)c(=O)[nH]c1=S,-3%
CC[n+]1c(/C=C/C=C/c2ccc(N(C)C)cc2)sc2ccccc21,16µM*
N[C@H](Cc1o[nH]c(=O)c1Cl)C(=O)O,-14%
O=C1Nc2ccccc2C2(CCN(CCc3ccc(C(F)(F)F)cc3)CC2)O1,32µM*
C=CCn1c(O)c(/C=N/N2CCOCC2)c(=O)[nH]c1=S,-3%
CNCC/C=C\c1cccnc1,2%
COC(=O)C(O)(c1ccc(N(C)C(=O)c2cccs2)cc1)C(F)(F)F (configuration not stated),-9%
O=C1N(c2ccccc2)C(c2cccnc2)N2CCCN12 (configuration not stated),-8%[57.5 µM]
CCCCN(Cc1ccccc1)C1CCN(CCc2ccccc2)CC1,-2%
O=c1oc2ccccc2c(O)c1C(c1ccccc1O)c1c(O)c2ccccc2oc1=O,-2%
CC(Cc1ccccc1)NCC(=O)Nc1cc(N(C)C)nc2ccccc12 (configuration not stated),-6%[57.5 µM]
Cc1onc(-c2c(Cl)cccc2Cl)c1C(=O)Nc1ccc2c(C(F)(F)F)cc(=O)oc2c1,2%[57.5 µM]
COC(=O)[C@@H](N)CCCN=C(N)N[N+](=O)[O-],-12%[57.5 µM]
C/C=C1/CN2CC[C@]34C(=C(C=O)[C@@H]1C[C@H]23)Nc1c(O)cccc14,-3%
O=C1NC(=O)N(Cc2ccco2)C(=O)/C1=C/C=C/c1ccco1,?
CCc1cccc(CC)c1NC(=S)N1CC2CC(C1)c1cccc(=O)n1C2 (configuration not stated),-2%
CN1CCc2c([nH]c3ccccc23)C1,-11%[57.5 µM]
Cc1ccc(C[N+](C)(C)C)o1,12%&12%
CC(C)N1CCN(Cc2cccc([N+](=O)[O-])c2)CC1,-6%
CN1C(=O)NC(=O)/C(=C\c2ccc([N+](=O)[O-])o2)C1=O,-1%
O=C(Cn1c(=O)n(CC2CS2)c2ccccc21)N1CCCCC1 (configuration not stated),-1%[57.5 µM]
C=CCc1ccc2c(c1)OCO2,6%
O=C(c1ccc(Cl)cc1)C1CCCN(Cc2ccc3ncccc3c2)C1 (configuration not stated),8%
C/C=C1/C[C@@H](C)[C@](O)(CO)C(=O)OCC2=CCN3CC[C@@H](OC1=O)C23 (some centres not stated),-12%
COCc1ccc(CN2CCCC(C(=O)c3sccc3C)C2)o1 (configuration not stated),6%
C=C1C/C(=C/C)C(=O)O[C@@H]2CCN3CC=C(COC(=O)[C@]1(C)O)[C@H]23,-4%[57.5 µM]
O=C1c2ccccc2C(=O)c2ccccc21,4%
O=C(/C=C/c1c[nH]c2ccccc12)c1c(O)n(CCc2ccccc2)c(=O)[nH]c1=O,-1%[57.5 µM]
CCCCCCCCCCCCCCCCOC[C@H](COP(=O)([O-])OCC[N+](C)(C)C)OC(C)=O,-8%
Cc1cc(C(=O)CS(=O)(=O)c2ccccc2)cc(C)c1OC(=O)N(C)C,1%
CNC(C(=O)c1ccccc1)C(OC(C)=O)c1cccc([N+](=O)[O-])c1 (configuration not stated),-1%[57.5 µM]
CC(C)(C)C(=O)C(Oc1ccc(Cl)cc1)n1cncn1 (configuration not stated),24%
CNc1ccc(C(=O)CC(O)CCC(C)C2OC(=O)CC(O)CC(=O)CC(O)CC(O)CC(O)CC(O)CC3(O)CC(O)C(C(=O)OC)C(CC(O[C@@H]4OC(C)C(O)C(N)C4O)/C=C/C=C/C=C/C=C/C=C/C=C/C=C/C2C)O3)cc1 (some centres not stated),3%
CCOP(=S)(OCC)Oc1ccc2c(C)c(Cl)c(=O)oc2c1,13%
CCN1C[C@@]2(COC)C3[C@@H](OC)C4[C@@H]1[C@@]3(C1C[C@@]3(O)[C@H](OC(=O)c5ccccc5)C1[C@]4(OC(C)=O)[C@@H](O)[C@@H]3OC)[C@@H](OC)C[C@H]2O (some centres not stated),-7%
OC(CCNCCc1c[nH]c2ccccc12)C(F)(F)F (configuration not stated),-4%
COc1ccccc1C1C([N+](=O)[O-])=C(N)Oc2c1c(=O)oc1ccccc21 (configuration not stated),-5%[57.5 µM]
CC(C)[C@@]1(NC(=O)[C@@H]2C[C@H]3c4cccc5[nH]cc(c45)C[C@@H]3N(C)C2)O[C@@]2(O)[C@H]3CCCN3C(=O)[C@H](Cc3ccccc3)N2C1=O,-8%&0%
CN1Cc2c(ccc3c2OCO3)C2C(O)Cc3cc4c(cc3C21)OCO4 (configuration not stated),0%&21%
O=C(Nc1ccc(OC(=O)N2CCCCC2)cc1)N1CCOCC1,4%
Cc1ccc(C2N3CCCN23)cc1 (configuration not stated),7%[57.5 µM]
C[N+]1(C)C2CCC1CC(OC(=O)c1c[nH]c3ccccc13)C2 (configuration not stated),4%
COc1cc(N2CCOCC2)ccc1C=C1C(=O)NC(=O)NC1=O,14%
Cc1nc(N)sc1CCN,3%
CC1CCN(C(=O)C(C)Cl)CC1 (configuration not stated),0%
CCOP(=O)(Cc1ccc(C#N)o1)OCC,10%[57.5 µM]
CCCCOCCCN1C(C)=CC(=C2C(=O)NC(=S)NC2=O)C=C1C,3%[57.5 µM]
NC(CP(=O)(O)O)C(=O)O (configuration not stated),3%
NCCNc1ccc([N+](=O)[O-])c2cccnc12,-1%
CN1CC[C@@]23CCCC[C@@H]2[C@@H]1Cc1ccc(O)cc13,2%[57.5 µM]
Cn1c(O)c(C=NC2CCCCCC2)c(=O)[nH]c1=S,-7%

(more compounds)
molecule,ERK EGF block
Cc1ccccc1-n1c(O)c(/C=C2/C(c3ccccc3)=Nc3ccccc32)c(=O)[nH]c1=O,5%
O=[N+]([O-])c1ccc(O[C@@H]2O[C@H](CO)[C@@H](O)[C@H](O)[C@H]2F)c([N+](=O)[O-])c1,0%
O=c1[nH]c(CN2CC=C(c3ccccc3)CC2)nc2scc(-c3cccs3)c12,8%[57.5 µM]
COc1ccc(-n2c(Cc3cccc([N+](=O)[O-])c3)nc3ccccc3c2=O)cc1,-1%
Ic1cncc(OC[C@@H]2CCN2)c1,-3%
COc1ccc(-n2nc(C(F)(F)F)cc2-c2ccc(Cl)cc2)cc1,4%
COc1ccc(-n2c(O)c(C(C)=NCC3CCCO3)c(=O)[nH]c2=O)cc1 (configuration not stated),3%[57.5 µM]
O=C(CN1CC=C(c2ccccc2)CC1)NC(=O)NC1CCCCC1,14%[57.5 µM]
Clc1ccc(C2NCCc3[nH]cnc32)cc1 (configuration not stated),-11%[57.5 µM]
c1ccc(P(c2ccccc2)c2ccccn2)cc1,7%[57.5 µM]
O=C(O)CNCP(=O)(O)O,35%
Cn1c(=O)cc(SCC(=O)N2CCC3(CC2)OCCO3)c2ccc(Cl)cc21,8%
Nc1ccccc1C(=O)OCC(=O)c1ccc2c(c1)OCCO2,-1%
O=c1c2ccccc2nc(/C=C/c2ccc(O)cc2)n1-c1cccc(O)c1,-3%
O=C(O)c1cn(Cc2ccccc2)nc1-c1ccccc1,-3%
CC1=C2C(=O)C3C(CC=C4CC(OC5OC(O)C(O)C(O)C5CO)CCC43C)C2CCC12OC1CC(C)CNC1C2C (configuration not stated),5%[57.5 µM]
O=S(=O)(c1ccc(F)cc1)N1CCCCC1c1cccnc1 (configuration not stated),-4%[57.5 µM]
O=C(O)CC[N+](=O)[O-],11%&4%
COc1ccc(S(=O)(=O)N2CC3CC(C2)c2cccc(=O)n2C3)cc1 (configuration not stated),4%
Cc1cccn2c(=O)c3c(nc12)N1CCCCC1C1(C3)C(=O)N(C)C(=O)N(C)C1=O (configuration not stated),-5%[57.5 µM]
Cc1ccc(N2C(=O)NC(=O)/C(=C\c3ccc([N+](=O)[O-])o3)C2=O)cc1,-3%

Only part of the results is shown, so the mix of outcomes need not match the whole.
